# Assay outcomes as filed in PubChem.
# E-selectin induc: E-selectin induction on HUVECs; P16581; HUVEC E-selectin immunofluorescence imaging; normalized: neutral wells 0, TNF-alpha wells 100; activation, % at 7.58 µM; 0.37% of 260,000 active; AID 686992;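 active = mean E-selectin-positive cell signal at least 10% of the positive control, reached in at least 60% of replicates, without over 20% cell loss; inconclusive = no rule given, readout overlaps actives, possibly toxicity-flagged; inactive = the rest, including those meeting only one limit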;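 also: in these data hits start at about 27%; measured in HUVEC primary endothelial cells; signal is the percent of cells scored E-selectin positive by PE staining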
# Target sequence (P16581 whole entry, looked up): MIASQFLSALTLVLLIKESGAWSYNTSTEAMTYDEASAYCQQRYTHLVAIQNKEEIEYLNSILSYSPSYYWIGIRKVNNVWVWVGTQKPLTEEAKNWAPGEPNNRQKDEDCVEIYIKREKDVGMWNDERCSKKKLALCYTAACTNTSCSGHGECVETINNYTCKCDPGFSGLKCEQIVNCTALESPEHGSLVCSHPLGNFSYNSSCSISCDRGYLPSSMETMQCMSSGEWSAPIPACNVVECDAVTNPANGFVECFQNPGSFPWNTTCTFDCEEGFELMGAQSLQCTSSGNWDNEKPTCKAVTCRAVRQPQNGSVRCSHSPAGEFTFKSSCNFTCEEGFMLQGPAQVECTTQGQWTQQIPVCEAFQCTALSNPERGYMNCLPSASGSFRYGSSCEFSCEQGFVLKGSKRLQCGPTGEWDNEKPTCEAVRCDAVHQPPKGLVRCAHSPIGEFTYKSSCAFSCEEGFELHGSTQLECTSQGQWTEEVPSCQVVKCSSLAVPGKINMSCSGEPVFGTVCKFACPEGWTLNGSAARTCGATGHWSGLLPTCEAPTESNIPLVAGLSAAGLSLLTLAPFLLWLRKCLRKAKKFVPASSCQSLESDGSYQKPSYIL
#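 Assay system: HUVEC primary endothelial cells. Input: 3,000 HUVEC seeded per well. Doses: one compound dose added by pin transfer. Read-out basis: % PE-positive cells. Benchmarks: TNF-alpha high, DMSO low. Detection: immunofluorescence imaging. Buffer or medium: EGM-2, gelatin.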
# F508del corr: correctors of CFTR F508del function in bronchial epithelial cells; 0.36% of 350,000 active; activity (quench increase), % at 7.58 µM; CFBE cells, YFP halide quenching; stimulated with forskolin plus potentiator P3; % fluorescence drop versus neutral controls;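 active = mean added fluorescence quench of at least 8% versus neutral control, with both replicates also reaching 8%; inconclusive = only one of the mean or replicate conditions met; inactive = mean below 8% and not both replicates reaching 8%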;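 also: cells transiently co-express mutant CFTR-F508del with the halide-sensitive YFP; corrector assay measuring rescue of mutant channel to the surface after 24 h compound exposure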
# DENV2 CPE rescue: DENV2-induced cell death inhibition; DENV2-infected cells, cytopathic effect rescue, plate reader; CPE inhibition, % at 9.99 µM; 1.7% of 350,000 active; in the data active = CPE inhibition above about 20%, passing the limit was not always enough; inconclusive = no clear call, values can overlap the other calls; tested in BHK-21 cells;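 also: 0% = median of neutral control wells and 100% = median of positive control wells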
# Casp6 inh: caspase-6 (human) enzyme inhibition; P55212; purified caspase-6, Z-VEID-R110 cleavage fluorescence; inhibition, % at 12.5 µM; 0.53% of 350,000 active;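 active = mean inhibition across replicates at least about 35%, with every replicate also reaching that limit, limit read from the data; inconclusive = only one of the two criteria met; inactive = neither criterion met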;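 also: 0% = median of neutral control wells and 100% = no fluorescence left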
# INS-1E GSIS act: GLuc luminescence reporter in INS-1E cells, primary screen for activators of glucose-dependent secretion of insulin; activation, % at 16.6 µM; INS-1E GLuc reporter insulin secretion, 2-3 h; 0.61% of 370,000 active;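 active = lowest replicate activation of at least 40%, so every replicate reaches that level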;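 also: 0% = median of neutral control wells and 100% = median of IBMX positive control wells; some compounds called inactive have numbers as strong as hits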
# Xi reactivation: activators of X-chromosome reactivation in mouse fibroblasts. XiGFP mouse fibroblasts, % GFP-positive cells imaging, 3 d; cells co-treated with 5-aza-dC sensitizer; scaled so ellipticine positive control = 100%. 0.055% of 360,000 active. AID 743238. activation, % at 7.58 µM;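 active = mean normalized replicate activation at least 10% and every replicate at or above 10%; inconclusive = only one of the two criteria met; inactive = mean below 10% and not all replicates reach 10%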;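 also: 0% = median of on-plate neutral control wells and 100% = ellipticine 6 µM median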
#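 assay system = SV40-immortalized XiGFP fibroblast cells, line 68-5-11 | buffer or medium = DMEM plus 5-aza-dC sensitizer | doses = single-point pinned compound dosing | times = 3-day compound exposure, then 15 min fixation at room temperature | benchmarks = positive control ellipticine, 6 µM final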
# RAD54 branch: blocks human RAD54 Holliday junction branch migration | Q92698 | FAM/BHQ fluorescence | inhibition, % at 10.4 µM | 0.14% of 360,000 active | AID 602329;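 active = mean normalized replicate activity at least 40 and at least half of replicates scoring 40 or more; inconclusive = only one of the two criteria met; inactive = mean below 40 and under half of replicates reaching 40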;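 also: 0% = median of neutral control wells and 100% = median of positive control wells; inhibitors cause a drop in the FAM fluorescence signal; in these data hits start at about 50%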
# RAD52 anneal inh: blocks human RAD52 DNA annealing | P43351 | recombinant RAD52 DNA annealing, FRET fluorescence | inhibition, % at 18.7 µM | 0.46% of 360,000 active | AID 651710;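 active = every replicate showing at least 50% inhibition; inconclusive = mean inhibition at least 50% but not in every replicate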
# Target sequence (P43351 whole entry, looked up): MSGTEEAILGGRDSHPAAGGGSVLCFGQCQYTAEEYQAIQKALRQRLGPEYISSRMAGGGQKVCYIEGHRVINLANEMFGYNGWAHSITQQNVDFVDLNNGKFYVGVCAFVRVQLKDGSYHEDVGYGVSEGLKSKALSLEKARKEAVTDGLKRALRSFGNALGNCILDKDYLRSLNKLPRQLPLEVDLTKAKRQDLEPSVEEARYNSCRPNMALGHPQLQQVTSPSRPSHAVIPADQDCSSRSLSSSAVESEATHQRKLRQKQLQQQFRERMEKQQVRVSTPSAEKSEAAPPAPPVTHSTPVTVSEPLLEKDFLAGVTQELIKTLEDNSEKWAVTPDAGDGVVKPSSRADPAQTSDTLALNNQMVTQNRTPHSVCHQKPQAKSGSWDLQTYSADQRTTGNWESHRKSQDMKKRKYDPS
# * = called active by the depositor; u = inconclusive; x = not tested or not shown; & = joins results of further samples.
SMILES,E-selectin induc,F508del corr,DENV2 CPE rescue,Casp6 inh,INS-1E GSIS act,Xi reactivation,RAD54 branch,RAD52 anneal inh
O=C(Nc1ccc(C(F)(F)F)cc1)C1(c2ccccc2)CC1,x,0.4,-12,1,16,0.2,x,4
C[C@H](CO)N1C[C@H](C)[C@@H](CN(C)Cc2cccc3c2OCCCO3)OCc2ccccc2-c2ccccc2C1=O,1.5,-0.6,2,-1,2,0.5,1,0
CO[C@H]1CN(C)C(=O)c2ccc(NC(=O)Nc3ccccc3)cc2OC[C@@H](C)N(C(=O)Nc2c(C)noc2C)C[C@@H]1C,0.1,1.2,2,0,-1,0.5,-9,0
C[C@@H]1CCCCO[C@H](CN(C)C(=O)c2ccccc2)[C@H](C)CN([C@H](C)CO)C(=O)c2cc(NC(=O)c3ccncc3)ccc2O1,-0.1,1.3,-6,0,6,0.1,-1,9
C[C@@H]1CN([C@@H](C)CO)C(=O)c2cc(NS(=O)(=O)c3ccc(F)cc3)ccc2O[C@H]1CN(C)C(=O)Nc1ccc(C(F)(F)F)cc1,-0.2,0.8,-5,-2,-1,-1.0,2,12
COc1cc(OC)cc(C(=O)N[C@H](C(=O)OCC(=O)NC(=O)NC(C)(C)C)C(C)C)c1,3.1,0.2,2,1,-34,0.0,6,-1
CCOc1ccc(-c2cc(C(=O)NCc3ccccc3)[nH]n2)c(C)c1,-0.1,-1.8,4,-1,-2,0.1,13,-11
Cc1noc(C)c1NC(=O)NCC[C@@H]1CC[C@H](NC(=O)c2ccncc2)[C@@H](CO)O1,0.6,-0.9,-1,-4,6,-0.3,-7,11
O=c1n(-c2ccccc2)c(=O)n2n1CC(O)C2,3.4,0.3,x,0,2,0.2,0,-3
Cc1oc2c(CN3CCCC(C)C3)c(O)ccc2c(=O)c1-c1ccccc1 (stereo not drawn),x,-2.2,u,2,11,0.2,4,-12
COC(=O)C1=C(C)N(C)C(=NCc2ccc3c(c2)OCO3)NC1c1ccccc1 (stereo not drawn),-0.3,-2.4,0,-2,-12,0.0,x,-7
COC(=O)c1ccccc1NC(=O)COc1ccc2c(c1)OCO2,-0.2,0.7,x,1,-6,-0.2,0,-2
CN(C)Cc1c(OC(=O)c2ccc(N)cc2)ccc2ccccc12,0.0,-1.1,3,0,-18,0.1,-3,59*
OCC1(CCc2ccccc2)CCN(Cc2cc(Cl)ccc2O)CC1,-2.4,-2.2,-5,1,-11,0.0,-5,-23
COc1cccc(-c2cnc3c(c2)C(=O)N([C@@H](C)CO)C[C@@H](C)[C@@H](CN(C)C(=O)CN(C)C)O3)c1,0.2,4.0,-2,0,9,-0.7,18,21
CCN1C(=O)/C(=C\N2CCN(c3ccc(F)cc3)CC2)SC1=S,x,2.9,-1,19,5,x,-8,-9
COc1ccc(C2CC(=O)C(c3ccc(Cl)c(Cl)c3)=CN2Cc2ccccc2)cc1 (stereo not drawn),-0.4,1.7,u,-1,x,0.7,x,2
O=C(C1CC(=O)N(c2ccc3c(c2)OCCO3)C1)N1CCN(c2cccc(C(F)(F)F)c2)CC1 (stereo not drawn),0.4,0.9,4,6,-1,-0.1,-2,-3
COc1c[nH]n(-c2ccccc2)c(=O)c1=O,x,0.1,-1,-1,10,-0.2,x,-8
CC1CC1C(=O)OCC(=O)Nc1cccc(S(=O)(=O)NC2=NCCCCC2)c1 (stereo not drawn),x,-0.3,-4,-5,10,-0.2,x,-6
C[C@H]1CN([C@@H](C)CO)C(=O)c2cc(C#CC3CCCCC3)cnc2O[C@H]1CN(C)C(=O)NC1CCCC1,0.1,-2.0,-13,2,-20,0.0,0,18
O=C(C[C@@H]1CC[C@@H]2[C@H](COC[C@H](O)CN2C(=O)c2ccncc2)O1)NC1Cc2ccccc2C1,0.0,0.8,-2,1,3,0.0,-22,-2
C[C@H](NC(=O)C[C@H]1CC[C@H](NS(=O)(=O)c2cccc(F)c2)[C@@H](CO)O1)c1ccccc1,-0.8,0.9,-6,-1,4,-0.5,7,18
Cc1ccc(S(=O)(=O)Nc2cccc3c2O[C@@H](CN(C)C(=O)NC(C)C)[C@H](C)CN([C@H](C)CO)C3=O)cc1,0.4,-1.8,4,2,20,-0.6,5,7
CCOC(=O)N1CCN(C(=O)c2ccc3c(c2)NC(=O)/C(=C\c2ccc(OC)c(OC)c2)S3)CC1,0.2,2.0,4,8,42,0.0,1,-48
Cc1cc([N+](=O)[O-])ccc1NCc1cccc2ccccc12,x,-1.2,4,-2,-5,x,-13,-12
CCc1cc2c(C)ccc(C)c2nc1SCC(=O)Nc1c[nH]c(=O)[nH]c1=O,0.4,-1.2,4,0,-1,0.0,x,-30
Cc1ccccc1N=C(NO)c1nonc1N,-1.6,-2.9,9,2,1,0.0,x,8
CC1(C(=O)Nc2cnc3ccccc3c2)CCN1Cc1ccccc1OC(F)F (stereo not drawn),-0.6,3.2,-5,1,-16,0.2,-3,1
COc1ccccc1N1CCN(C(=O)c2cc(-c3ccc4c(c3)OCO4)on2)CC1,x,-1.4,-5,5,11,x,x,-10
O=C(NC(Cc1c[nH]c2ccccc12)C(=O)O)/C(=C/c1ccco1)NC(=O)c1ccccc1 (stereo not drawn),x,x,-5,15,-15,0.0,x,-113
CN1C(=O)c2cc(NC(=O)c3ccc(F)cc3)ccc2OC[C@H]2O[C@@H](CC(=O)NCC3CC3)CC[C@H]21,-0.1,-0.4,-18,-2,-8,0.2,-6,9
CC(C)(C)C(=O)c1sc(Nc2ccccc2)nc1N,x,-0.9,x,1,8,x,7,-7
C[C@H](CO)N1C[C@H](C)[C@@H](CN(C)C(=O)Nc2ccc3c(c2)OCO3)Oc2ccc(NC(=O)CCC(F)(F)F)cc2C1=O,-3.4&0.0,-1.9&-1.7,-3&4,-1&0,7&-16,0.2&-0.1,-1&-13,12&-1
Nc1nc2nc(-c3ccc(Cl)cc3)cc(C(F)(F)F)n2n1,x,2.1,7,5,36,x,x,1
C[C@@H]1CN([C@@H](C)CO)C(=O)CCCn2nncc2CO[C@@H]1CN(C)C(=O)Cc1ccccc1,0.5&-0.2,5.4&-2.2&2.6,1&0&-3,2&0&0,-2&10,0.1&-0.2,7&7&-11,-5&4&-3
CC(=O)Nc1ccc(NC(=O)COC(=O)C2CCC(C(C)(C)C)CC2)cc1 (stereo not drawn),0.1,4.8,9,0,-11,0.1,-4,-1
CCN(CC)CCN1C(=O)C(=O)/C(=C(/O)c2ccc(S(=O)(=O)N3CCOCC3)cc2)C1c1ccc(Cl)cc1 (stereo not drawn),x,-1.4,-5,-5,-12,0.0,8,-2
COc1ccc(CN(C)C[C@@H]2OCCCC[C@@H](C)Oc3ccc(NC(=O)Nc4c(C)noc4C)cc3C(=O)N([C@H](C)CO)C[C@@H]2C)cc1,0.0,-0.5,4,-1,2,-0.9,1,18
O=C(NCC1CCOCC1)c1ccc(-c2ccc(F)c(F)c2)c2ccoc12,0.1,-1.3,u,0,10,-0.1,6,-6
Cn1c(CN2CCCCC2)nc2cc(NC(=O)c3ccccc3Cl)ccc21,x,1.8,3,-6,-10,x,7,3
Cc1ccc(NC(=O)C2(C)CCN2C(=O)Cc2ccc(-c3ccccc3)cc2)cc1 (stereo not drawn),-1.0,4.1,9,-1,x,0.0,-11,-7
COc1ccc(C=NNc2nc3ccccc3s2)cc1,2.4,2.4,3,-1,14,-0.1,-2,-10
CCN1CCN(S(=O)(=O)c2ccc(C(=O)Nc3sc4c(c3C(N)=O)CCN(CC)C4)cc2)CC1,0.0,1.7,2,-13,36,54*,20,27
C[C@H](CO)N1C[C@H](C)[C@H](CN(C)C(=O)Nc2cccc3ccccc23)Oc2ccc(NC(=O)Nc3cccc4ccccc34)cc2C1=O,-0.3,-0.2,0,0,1,0.2,-5,5
CN(C)CC(=O)Nc1ccc2c(c1)[C@H]1C[C@H](CC(=O)NCc3ccc(-c4ccccc4)cc3)O[C@H](CO)[C@H]1O2,0.1,2.3,19,1,-12,0.3,-1,62*
O=C(O)C1OC(C(=O)O)C(C(=O)O)C1C(=O)O (stereo not drawn),x,-2.9,-4,-4,6,-0.2,x,-14
CC(C)(C)C(=O)N1NC(=Nc2ccccc2)SC1(C)C,x,-2.6,u,-3,x,0.0,-10,12
CN(C)CC(=O)N1[C@@H]2Cn3c(ccc(-c4cccnc4)c3=O)[C@H]1[C@@H](C(=O)NC1CCCC1)[C@@H]2CO,0.2,-0.4,-1,1,11,0.4,x,-1
O=C(C[C@@H]1CC[C@H]2[C@@H](COC[C@H](O)CN2S(=O)(=O)c2ccccc2)O1)NCc1ccc(-c2ccccc2)cc1,0.5,-1.0,18,-8,-3,0.2,-7,80*
CC(C)CC#Cc1ccc2c(c1)O[C@H](CN(C)Cc1cccc(F)c1)[C@H](C)CN([C@@H](C)CO)S2(=O)=O,-1.0,0.4,-8,1,4,0.3,5,1
CCCC(=O)Nc1ccc2c(c1)C(=O)N(C)[C@@H]1CC[C@H](CC(=O)NCc3ccccc3)O[C@H]1CO2,0.0,-1.8,8,-1,0,0.4,-1,9
C[C@@H]1CN([C@@H](C)CO)C(=O)c2cccc(NS(C)(=O)=O)c2O[C@H]1CN(C)S(=O)(=O)c1cn(C)cn1,0.1,0.7,1,3,4,-1.1,-7,20
Cc1cccc(C)c1OCC(=O)NNC(=O)CCNC(=O)c1ccc(Br)cc1,0.2,3.6,-4,-1,10,0.0,4,-14
O=C(C/C=N\OCc1ccc(Cl)cc1Cl)Nc1ccccc1,-2.1,-1.1,5,1,11,0.0,x,-6
C=CCC[C@H](Cc1ccc(F)cc1)C(=O)O[C@H](CNC(=O)[C@@H](CC=C)CC(=O)N(CCO)Cc1ccccc1)c1ccccc1,x,2.8,6,2,-32,-0.2,-11,-11
COC1OC2COC(c3ccccc3)OC2C(=O)C1NC(=O)c1ccccc1 (stereo not drawn),0.0,0.7,18,-3,7,0.3,3,-44
COc1ccccc1C(=O)Nc1sc(C(=O)N2CCCC2)c(C)c1C#N,x,x,0,-5,-4,0.0,x,-3
CCc1nc2ccc(C(=O)Nc3ccc(C(=O)N(C)C)cc3)cn2c1N(C)CCCc1ccccc1,0.0,-1.3,-7,-2,-16,-0.1,-12,-81
Cc1cc(NC(=O)C(C)N2C(=O)c3ccccc3S2(=O)=O)no1 (stereo not drawn),0.1,1.1,u,0,-1,0.0,-2,-1

# The listing continues.
SMILES,E-selectin induc,F508del corr,DENV2 CPE rescue,Casp6 inh,INS-1E GSIS act,Xi reactivation,RAD54 branch,RAD52 anneal inh
O=S(=O)(c1c(Cl)sc(Cl)c1Br)N1CCCC1,x,-3.3,7,0,x,0.0,x,-5
COc1ccc(NC(=O)N(C)C[C@@H]2Oc3ccc(NC(=O)CCCN(C)C)cc3C(=O)N([C@@H](C)CO)C[C@H]2C)cc1,17,-0.8,1,-3,6,0.1,-11,-8
CO[C@H]1CN(C)C(=O)c2ccc(NC(=O)CC(F)(F)F)cc2OC[C@@H](C)N(C(C)=O)C[C@@H]1C,0.3,-4.1,10,0,-14,0.1,x,-55
Cc1cccc(N2CCN(CC(=O)Nc3ccc(S(=O)(=O)N4CCOCC4)cc3)CC2)c1C,-1.9,-1.9,-8,-1,-4,0.4,-2,-30
